Screening data (PubChem BioAssay)
LEDGF integ inh: blocks HIV-1 LEDGF/p75-dependent DNA integration; TR-FRET IN-LEDGF/p75 DNA integration, Eu/Cy5; inhibition, % at 3.7 µM; 0.64% of 370,000 active; AID 743269;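 active means inhibition above the screen-wide mean plus 3 SD, cut at about 13% in these data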;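 further: signal is the Cy5 over europium emission ratio at 671 and 618 nm; 0% = plate median of compound wells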
NR1D1 modulator: modulators of human Rev-erb alpha DNA binding; P20393; Rev-erbα–FITC-DNA binding, fluorescence polarization, 90 min; activity, % at 10 µM; 0.79% of 370,000 active; AID 1259318;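 active means activity above about 14%, limit read from the data; passing the limit was not always enough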;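 further: 0% = DMSO wells with 35 nM protein and 100% = DMSO wells with 750 nM protein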
Target sequence (P20393 whole entry, looked up): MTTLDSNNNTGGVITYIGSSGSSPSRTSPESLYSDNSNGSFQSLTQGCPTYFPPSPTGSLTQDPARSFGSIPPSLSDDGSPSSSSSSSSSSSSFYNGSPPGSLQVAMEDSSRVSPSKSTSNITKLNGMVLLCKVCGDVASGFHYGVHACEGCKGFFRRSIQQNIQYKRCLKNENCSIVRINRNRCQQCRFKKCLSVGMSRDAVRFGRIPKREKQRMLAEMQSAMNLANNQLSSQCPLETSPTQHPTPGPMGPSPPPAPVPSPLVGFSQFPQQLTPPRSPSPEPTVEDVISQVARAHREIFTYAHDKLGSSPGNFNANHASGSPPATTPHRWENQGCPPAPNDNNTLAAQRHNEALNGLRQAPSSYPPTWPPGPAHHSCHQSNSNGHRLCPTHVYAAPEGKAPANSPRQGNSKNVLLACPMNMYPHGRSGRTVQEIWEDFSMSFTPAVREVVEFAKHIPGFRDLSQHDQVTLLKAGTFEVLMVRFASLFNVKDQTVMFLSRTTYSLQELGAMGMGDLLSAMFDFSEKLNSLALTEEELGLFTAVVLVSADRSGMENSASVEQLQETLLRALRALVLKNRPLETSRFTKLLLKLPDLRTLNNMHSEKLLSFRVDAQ
TDP2 inh: blocks human TDP2 phosphodiesterase activity | O95551 | recombinant TDP2, T5PNP hydrolysis, p-nitrophenol absorbance 415 nm | inhibition, % at 12.8 µM | 0.34% of 370,000 active | AID 720702;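 active means inhibition above the mean of all tested compounds plus 3 SD, set per campaign, cut at about 25% in these data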;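 further: 0% = DMSO with enzyme and 100% = buffer with substrate but no TDP2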
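test system = human TDP2 enzyme | input = TDP2 enzyme at 120 nM final | medium = 50 mM Tris-HCl pH 7.5 with Mg2+, KCl, DTT, BSA | also added = T5PNP substrate, 5 mM | times = 2 h at 37 °C | technique = epi absorbance | benchmarks = high control without enzyme, low control DMSO plus TDP2 | replication = each compound tested once, singlicate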
ABHD4 inh: inhibits mouse alpha/beta hydrolase domain 4 | Q8VD66 | purified mABHD4, FP-Rh probe fluorescence polarization | inhibition, % at 8.92 µM | 0.54% of 370,000 active | AID 720543;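 active means inhibition exceeding the mean over every tested compound plus 3 SD, cut at about 30% in these data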;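 further: 0% = plate median of compound wells and 100% = S159A mutant with DMSO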
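Doses – 8.92 µM, single dose · Material – wild-type mouse ABHD4 protein · Replication – single well per compound (singlicate) · Measure – percent inhibition of probe binding, normalized to plate controls · Schedule – 45 min compound pre-incubation plus 60 min probe step, 25 °C · Detection – fluorescence polarization with parallel and perpendicular emission, 525/598 nm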
PRMT1 inh: blocks human protein arginine methyltransferase 1. AID 652257. inhibition, % at 2.79 µM. 1.3% of 370,000 active. Q99873. recombinant PRMT1, activity-based probe fluorescence polarization;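 active means inhibition above about 21% made by adding two undisclosed values, limit read from the data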
SIAE inh: human SIAE inhibition, primary screen; Q9HAT2; SIAE FP-Rh probe binding, fluorescence polarization; inhibition, % at 9.66 µM; 0.69% of 370,000 active; AID 1053197;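 active means inhibition above a cutoff: mean of compounds within the control limits plus 3 SD of those, cut at about 17% in these data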;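 further: 0% = plate median of compound wells and 100% = probe without SIAE protein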
PG9 Ab binder: small molecules binding HIV-1 gp120 antibody PG9. TR-FRET gp120-PG9 antibody binding. inhibition, % at 6.7 µM. 0.43% of 360,000 active. AID 624416; in the data active means inhibition above about 8.5%
rCAG RNA binder: molecules binding r(CAG) RNA repeats; r(CAG) RNA repeat, TO-PRO-1 dye displacement fluorescence; inhibition, % at 3 µM; 1.3% of 370,000 active; AID 651821;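 active means inhibition above the plate cutoff, the mean of all test compounds on that plate plus 3 SD, cut at about 35% in these data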;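 further: 0% = DMSO alone and 100% = 100 µM mitoxantrone as full dye displacement; higher means more dye released from RNA so lower well fluorescence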
TCR-CD3 inh: inhibitors of human TCR-CD3 interaction; 0.37% of 360,000 active; TAMRA-labeled TCR probe fluorescence, biochemical; AID 651800; inhibition, % at 9.4 µM; in the data active means inhibition above about 19%;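 further: recombinant mutant TCR 2C K166C tagged with TAMRA read by polarization; 0% = receptor in buffer alone and 100% = receptor with positive control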
HTRA1 inh: blocks human HTRA1 serine peptidase | AID 504803 | inhibition, % at 5.96 µM | 0.5% of 340,000 active | Q92743 | recombinant HTRA1, FP-rhodamine activity-based probe, fluorescence polarization; in the data active means inhibition above about 36%;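 further: 0% = enzyme with DMSO and 100% = wells lacking enzyme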
Target sequence (Q92743 whole entry, looked up): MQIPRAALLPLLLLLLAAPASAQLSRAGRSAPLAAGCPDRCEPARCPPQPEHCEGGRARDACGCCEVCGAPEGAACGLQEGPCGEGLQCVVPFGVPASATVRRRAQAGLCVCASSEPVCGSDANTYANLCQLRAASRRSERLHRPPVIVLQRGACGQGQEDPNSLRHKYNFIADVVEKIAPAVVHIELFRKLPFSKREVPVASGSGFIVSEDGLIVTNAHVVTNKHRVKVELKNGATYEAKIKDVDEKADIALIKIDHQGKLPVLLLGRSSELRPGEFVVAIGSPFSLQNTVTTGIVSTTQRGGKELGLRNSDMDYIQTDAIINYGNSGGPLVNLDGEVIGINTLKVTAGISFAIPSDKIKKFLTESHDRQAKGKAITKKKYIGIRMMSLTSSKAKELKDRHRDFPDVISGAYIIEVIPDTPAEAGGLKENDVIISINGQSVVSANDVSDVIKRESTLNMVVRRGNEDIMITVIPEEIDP
An asterisk follows results filed as active; · = no result given.

SMILES	LEDGF integ inh	NR1D1 modulator	TDP2 inh	ABHD4 inh	PRMT1 inh	SIAE inh	PG9 Ab binder	rCAG RNA binder	TCR-CD3 inh	HTRA1 inh
CC1(c2ccccc2)NC(=O)N(CC(=O)N2CCN(S(=O)(=O)c3cccs3)CC2)C1=O (configuration not stated)	-9	1	-8	-10	5	7	-0.7	0	-13	1
O=C(O)c1ccc(NS(=O)(=O)c2ccc(N3CCCC3)c([N+](=O)[O-])c2)cc1	-2	-2	7	-20	2	-4	0.3	2	-2	0
CCCCc1ccc(NC(=O)c2ccc(N(C)S(C)(=O)=O)cc2)cc1	0	3	8	-3	1	-4	0.8	-1	5	-3
CC1=C(C(=O)Nc2ccc(Cl)cc2)C(c2cccs2)n2nnnc2N1 (configuration not stated)	-4	-8	-1	-1	0	-5	-2.0	5	3	-5
O=C(C1CCC1)N1CCc2cc(S(=O)(=O)NCC3COc4ccccc4O3)ccc21 (configuration not stated)	-2	2	5	-5	-2	-4	1.0	3	5	-13
COc1ncnc2c1sc1nc(-c3ccccc3)c3c(c12)CCCC3	0	-2	8	7	0	3	-1.8	2	7	4
COc1ccccc1NS(=O)(=O)c1cc(NC(=O)c2ccccc2F)ccc1N1CCOCC1	-3	-2	-4	-26	8	-5	0.5	10	-2	-30
CC(NC(=O)C1CCN(Cc2ccc(Oc3ccccc3)cc2)CC1)c1cccc2ccccc12 (configuration not stated)	1	1	0	11	-2	-9	0.2	4	-2	·
CC/C(=N/O)C(=O)c1ccc(Br)cc1	3	-4	-10	-2	1	7	-3.6	-1	-2	-7
COc1ccc(C2c3c(oc4ccccc4c3=O)C(=O)N2c2ccccn2)cc1 (configuration not stated)	0	6	-3	2	-1	-3	0.3	-1	1	3
CCN(CC)S(=O)(=O)c1ccc(Cl)c(NC(=O)COC(=O)/C=C/c2cc(OC)c(OC)c(OC)c2)c1	1	-8	-1	4	-4	-3	-2.1	0	-14	-23
CCCC(=O)Nc1sc(C)c(-c2ccc(OC)cc2)c1C#N	2	24*	2	-8	-2	-4	9.1*	0	0	4
COc1cc(C2C(C(=O)/C=C/c3ccccc3)=C(O)C(=O)N2c2ccccn2)ccc1O (configuration not stated)	-4	10	5	0	2	-1	-2.2	5	-1	9
CCO[C@H]1OC(C(=O)NC2CC2)=C[C@@H](C)[C@@H]1CCCO	7	0	5	3	0	5	1.1	-4	3	6
COc1ccc2c(c1)[C@H]1[C@H](CO2)[C@H](c2ccccc2)[C@]2(C)C(=O)Nc3ccccc3C(=O)N12	-3	-2	-5	-16	1	-11	-0.3	4	-1	-43
Cc1cc(C)c2nc(SCc3ccc([N+](=O)[O-])cc3)nc(C)c2c1	-1	-2	6	5	-3	6	0.5	1	-1	2
COc1ccccc1N1CCN(CCCCOc2cccc3ccccc23)CC1	-2	0	4	14	-3	50*	-0.8	-7	2	-2
c1ccc(Cc2nnc(-c3ccccc3)o2)cc1	-2	1	2	-3	-2	0	-1.5	-5	0	1
COc1ccc2c(c1OC)C(=O)N1c3ccccc3C(=O)N(c3ccc(F)cc3)C21 (configuration not stated)	2	5	-1	-7	0	0	1.1	-1	-4	2
C/C(=N/N=C/c1ccc(N(C)C)cc1)c1ccccc1	0	1	5	6	4	13	-1.7	3	-11	4
Cc1c(Cl)cccc1NC(=S)N1CCN(C(=O)C2CCCO2)CC1 (configuration not stated)	-1	0	2	6	-5	-5	2.1	2	1	-1
CCOC(=O)C1=C(C)NC(=S)N(C=O)C1c1ccccc1 (configuration not stated)	2	3	-1	3	2	0	-1.2	-1	12	-5
C/C(Cn1nnc([N+](=O)[O-])n1)=N\NC(=O)c1ccncc1	-1	1	-3	1	-1	3	2.6	1	4	3
CCCC(c1nnnn1CCOC)N1CCN(c2cccc(OC)c2)CC1 (configuration not stated)	2	3	9	5	0	0	0.9	-3	-10	11
O=C(NNC(=O)C1CC1c1ccccc1)c1ccccc1F (configuration not stated)	-5	0	-6	0	6	15	1.2	-2	-7	5
O=C(NCCCN1CCOCC1)c1csc2c1CCCC2	2	-1	3	0	0	0	-1.2	1	-2	3
COc1ccccc1C1C2=C(N=C3SCC(=O)N31)c1ccccc1CC2 (configuration not stated)	0	3	-5	-8	37*	-2	-2.3	7	7	-2
Cc1cccc(NC(=O)NCC(c2ccco2)N2CCCCC2)c1 (configuration not stated)	-4	-1	-10	2	1	-12	-0.6	-4	-2	-7
CN1C2=N[C@@H](c3ccc4c(c3)OCO4)CC(=O)N2/C(=C\c2ccccc2)[C@@H]1c1ccccc1	0	-5	-3	-5	1	7	·	·	·	·
O=C(NCCCN1CCOCC1)/C(=C/c1cccnc1)NC(=O)c1ccccc1	0	-3	0	-1	-1	2	0.2	0	4	-4
COc1cc(C(C(=O)NC2CCCC2)N(CCO)C(=O)Cn2nnc(-c3ccc(C)o3)n2)ccc1O (configuration not stated)	6	4	-11	3	-5	6	-1.8	-3	9	-4
O=C(NCc1ccccc1)c1nccnc1CO	4	-9	-9	-4	-2	4	-2.0	0	-1	-2
CCn1c(CNc2ccc(Cl)cc2)nnc1SCC#N	3	7	-4	-2	0	3	-0.9	0	-8	7
COc1ccc(NC(=O)c2ccc3c(c2)C(=O)N(Cc2cccnc2)C3=O)cc1	-2	-10	3	3	-1	-11	-6.1	0	-4	-3
COc1cccc(NC(=O)CN(C)C(=O)c2ccc(COc3ccccc3)cc2)c1	-2	-4	7	-6	1	-8	0.5	2	-5	-17
Cc1cccc(N=C2NC(=O)CS2)c1C	-1	5	-3	-1	-2	-4	-0.2	-1	-2	-7
C=CCc1cccc(CNn2cnnc2)c1O	-1	1	-3	4	2	3	1.3	-2	-7	7
COC(=O)N(C)C[C@@H]1OCc2cn(nn2)CCCC(=O)N([C@H](C)CO)C[C@H]1C	-4	0	-5	2	3	1	0.5	0	-1	·
COc1ccc(-c2cc(C(F)(F)F)nc(-n3cc(Cl)cn3)n2)cc1	-2	3	-3	-5	0	-7	-1.7	2	-3	-2
CCC(C)Sc1nc2c(c(=O)n1C)SC(C)C2 (configuration not stated)	-2	3	1	2	1	4	-1.0	0	-7	0
O=C(N/N=C/c1ccc2nccnc2c1)c1ccc(Br)cc1	-2	-6	1	-1	-1	-3	-3.3	-7	-9	·
C=CCn1c(C)nnc1SCC(=O)N1c2ccccc2NC(=O)C1(C)C	2	-2	7	1	-2	18*	-0.6	1	0	3
CCOc1ccc2nc(Cl)c(CN(C(C)=O)C3CCCCC3)cc2c1	-4	-7	-4	3	1	-7	-0.7	-5	-5	-11
Cn1cc(CNC(=O)C2CCCCC2)cn1	4	-2	-2	-4	1	-6	-1.1	-2	1	1
CCn1c(CCNC(=O)c2ccc(Cl)c(Cl)c2)nnc1SCCOc1ccc(OC)cc1	-2	-7	-3	8	2	-4	-0.9	-2	-3	-21
CCN(CC)c1ncnc2c1ncn2[C@H]1CN(Cc2ccc(OC)cc2)C[C@@H](CO)O1	-4	-6	3	5	1	4	1.0	0	-1	·
Cn1cc(CNC(=O)c2cc(COc3ccc4c(c3)CCCC4)on2)cn1	-3	-4	3	-11	-1	0	-1.1	-5	3	-16
Cc1ccc(NC(=O)COC(=O)c2nn(C)c(=O)c3ccccc23)cc1F	-2	3	8	2	0	-2	2.1	4	4	-2

Some of these compounds in order of heavy-atom count, ascending:
SMILES	LEDGF integ inh	NR1D1 modulator	TDP2 inh	ABHD4 inh	PRMT1 inh	SIAE inh	PG9 Ab binder	rCAG RNA binder	TCR-CD3 inh	HTRA1 inh
C=CCc1cccc(CNn2cnnc2)c1O	-1	1	-3	4	2	3	1.3	-2	-7	7
COc1ccc(-c2cc(C(F)(F)F)nc(-n3cc(Cl)cn3)n2)cc1	-2	3	-3	-5	0	-7	-1.7	2	-3	-2
C=CCn1c(C)nnc1SCC(=O)N1c2ccccc2NC(=O)C1(C)C	2	-2	7	1	-2	18*	-0.6	1	0	3
CCn1c(CCNC(=O)c2ccc(Cl)c(Cl)c2)nnc1SCCOc1ccc(OC)cc1	-2	-7	-3	8	2	-4	-0.9	-2	-3	-21

(more compounds)
SMILES	LEDGF integ inh	NR1D1 modulator	TDP2 inh	ABHD4 inh	PRMT1 inh	SIAE inh	PG9 Ab binder	rCAG RNA binder	TCR-CD3 inh	HTRA1 inh
COc1ccc(C(=O)NCCn2ccc3ccccc32)cc1	0	-6	5	2	-3	-5	-0.3	-2	2	1
Cc1c(C(=O)N2CCOCC2)sc(NC(=O)c2ccccc2F)c1C#N	2	5	17	7	-6	7	-1.6	16	2	4
COc1ccc(NC(=O)CCNC(=O)c2ccco2)cc1OC	-2	-4	-9	3	-1	-4	1.0	0	4	9
COc1cccc(-c2nn(-c3ccccc3)cc2CN(C)C(C)c2ccncn2)c1 (configuration not stated)	-3	-3	4	4	-1	-3	-2.1	-6	1	-40
COc1ccccc1-c1n[nH]c(=S)n1-c1ccccc1	-3	-1	-3	3	0	4	7.7	2	2	-5
CCOC(=O)c1c(C)n(CC)c2ccc(OC(=O)c3ccc([N+](=O)[O-])cc3)cc12	4	-4	8	3	1	3	-0.1	-1	-3	2
O=S1(=O)CC(N2CCSCC2)CN1Cc1cn(Cc2cccc(C(F)(F)F)c2)nn1 (configuration not stated)	2	-5	0	-1	-4	4	0.4	2	1	·
Cc1cccc(CCNC(=O)CC2C(=O)NCCN2Cc2ccc(F)c(F)c2)n1 (configuration not stated)	5	-1	3	-2	-2	8	-0.3	0	7	-3
COc1cc(/C=N/Nc2ccccc2[N+](=O)[O-])ccc1OC(=O)c1ccccc1F	4	2	-11	1	0	4	-1.7	3	-6	3
O=C(Nc1c2c(nn1-c1ccc(F)cc1)CS(=O)C2)c1ccc2c(c1)OCO2 (configuration not stated)	0	5	13	3	1	0	-1.1	-1	2	-5
COc1cc(C(=O)NCCC(=O)N2CCCCC2)cc(OC)c1OC	-3	-10	10	7	-1	-1	-0.8	-3	-1	3
CC(C)Oc1ccc(CN2CCC(n3nccc3NC(=O)CCc3ccccc3)CC2)cc1	-1	-3	-9	6	-3	-2	1.4	-11	2	-7
CCC(=O)N(CCC(Cc1ccccc1)c1ccc2c(c1)OCO2)Cc1ccccc1F (configuration not stated)	1	6	-10	-11	3	4	-1.5	7	-3	-32
CC(C)CNc1ncnc2c1ncn2[C@H]1CN(Cc2ccncc2)C[C@@H](CO)O1	-4	-3	-1	-1	2	-7	-2.4	-1	4	·
CC(=O)CC[C@H]1CC[C@]2(CCCN(S(=O)(=O)C3CCCCC3)C2)O1	-2	3	0	-1	4	-4	·	1	·	·
COC(=O)c1ccccc1NC(=O)COc1ccc(S(=O)(=O)N2CCCC2)cc1C	3	-1	8	-88	-1	10	1.9	-1	1	-8
O=C(CN1C(=O)NC2(CCCCCCC2)C1=O)N1CCN(C(=O)c2ccco2)CC1	0	-10	2	2	0	2	-0.8	2	-3	0
CCN(CC)c1ccc(C(=O)c2cnc(/N=C/N(C)C)s2)cc1	-2	-3	-4	9	-4	-10	0.8	-6	0	5

Not all compounds are listed; count on the stated rates, not on these rows.
